High-throughput results as filed in PubChem BioAssay.
USP2a inh = blocks human ubiquitin-specific protease USP2a; O75604; USP2 core, Ub-CHOP2 coupled fluorogenic reporter, 485/531; Potency, µM (titrated, usually from 38.3 µM), for the others: top-dose activity change, negative = inhibition, usual class: inhibitors; 330,000 compounds, 0.01% hits;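 further: potency means the concentration at half of the fitted maximal effect; plate controls were DMSO wells for no effect and full inhibition by NEM control for full effect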
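USP2 core (10nM final) preincubated 30min RT with compound in 20mM Tris-HCl pH 8.0, 2mM CaCl2, 2mM beta-mercaptoethanol, 0.05% CHAPS; 25nM Ub-CHOP2 plus 25nM reporter substrate added, fluorescence (Ex485/Em531) read after 60min.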
ELG1 genotoxic = inducers of genotoxicity in HEK293T ELG1-luciferase cells; Potency, µM (titrated, usually from 46 µM), inactives show top-dose activity change, positive = activation, most hits filed as activators; 330,000 compounds, 1.3% hits; AID 504466; HEK293T ELG1-luciferase reporter, luminescence, 16 h; further: potency means the concentration at half of the fitted maximal effect; % of control where 0% means no effect; nearly all actives have a fitted effect of over 60% in size
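16 hr compound incubation (37 °C, 5% CO2) of HEK293T cells carrying luciferase-tagged ELG1; luciferase then measured by ONE-Glo luminescence after 30 min at RT.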
BRCA1 expr act = increases BRCA1 expression. AID 624202. Potency, µM (titrated, usually from 46.1 µM), for the others: at the top dose activation, hits mostly activators. 380,000 compounds, 1.1% hits. MCF7-BRCA1-FFLuc reporter, luminescence, 48 h; response scale: scaled: vehicle 0%, 10 µM genistein 100%; further: potency means the concentration at half of the fitted maximal effect; nearly all actives have a fitted effect of over 80% in size; some results filed as inactive show a strong effect at the top dose
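Luminescence from a BRCA1-driven firefly luciferase in MCF7 cells was the read-out, taken 15 min after substrate addition following 48 h compound exposure at 37 °C. Data were normalized to a 10 microM genistein control and DMSO vehicle.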
TRPV1 agonist = human TRPV1 agonism. activation, % at 8.33 µM. Q8NER1. AID 540275. 320,000 compounds, 0.19% hits. TRPV1-expressing cells, Fluo-8 calcium influx, agonist mode; in the data active means activation above about 80%; inconclusive means between about 30% and that limit; further: 0% is about no effect
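Cells expressing TRPV1 were dye-loaded with Fluo-8 and read kinetically: 10 s baseline, 3 min after compound (agonist portion), then 2 min after EC20 capsaicin (allosteric enhancer portion). Calcium-bound dye fluorescence at 480/520 nm.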
B2AR arrestin = agonists driving beta-arrestin recruitment to human beta2-adrenergic receptor. beta-arrestin recruitment to beta2AR, cell-based reporter. Potency, µM (series often up to 46.1 µM), inactives show at the highest dose activation, actives largely listed as activators. 330,000 compounds, 0.02% hits;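 further: potency means the concentration at half of the fitted maximal effect; 0% = DMSO controls and full agonism = EC100 isoproterenol or metaproterenol; nearly all actives have a fitted effect of over 65% in size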
Target sequence (P07550 whole entry, looked up): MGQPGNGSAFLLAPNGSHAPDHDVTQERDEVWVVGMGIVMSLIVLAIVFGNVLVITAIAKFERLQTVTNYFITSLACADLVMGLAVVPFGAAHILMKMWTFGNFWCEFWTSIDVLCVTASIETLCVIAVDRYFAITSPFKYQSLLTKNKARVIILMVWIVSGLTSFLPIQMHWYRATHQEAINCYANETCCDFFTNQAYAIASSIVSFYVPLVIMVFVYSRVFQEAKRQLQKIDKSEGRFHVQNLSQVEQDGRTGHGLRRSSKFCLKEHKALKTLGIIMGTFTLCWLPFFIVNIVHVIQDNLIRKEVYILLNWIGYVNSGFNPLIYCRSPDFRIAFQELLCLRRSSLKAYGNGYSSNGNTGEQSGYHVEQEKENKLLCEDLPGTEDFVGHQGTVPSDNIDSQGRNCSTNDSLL
ASM inhibitor = inhibitors of human secretory acid sphingomyelinase | 340,000 compounds, 0.006% hits | AID 504937 | P17405 | Potency, µM (doses to about 57.5 µM), for the others: at the highest dose activity change, negative = inhibition, actives largely listed as inhibitors | placental ASM, HMU-PC fluorogenic substrate, 60 min; further: potency means the concentration at half of the fitted maximal effect
Target sequence (P17405 47-631 limits assumed): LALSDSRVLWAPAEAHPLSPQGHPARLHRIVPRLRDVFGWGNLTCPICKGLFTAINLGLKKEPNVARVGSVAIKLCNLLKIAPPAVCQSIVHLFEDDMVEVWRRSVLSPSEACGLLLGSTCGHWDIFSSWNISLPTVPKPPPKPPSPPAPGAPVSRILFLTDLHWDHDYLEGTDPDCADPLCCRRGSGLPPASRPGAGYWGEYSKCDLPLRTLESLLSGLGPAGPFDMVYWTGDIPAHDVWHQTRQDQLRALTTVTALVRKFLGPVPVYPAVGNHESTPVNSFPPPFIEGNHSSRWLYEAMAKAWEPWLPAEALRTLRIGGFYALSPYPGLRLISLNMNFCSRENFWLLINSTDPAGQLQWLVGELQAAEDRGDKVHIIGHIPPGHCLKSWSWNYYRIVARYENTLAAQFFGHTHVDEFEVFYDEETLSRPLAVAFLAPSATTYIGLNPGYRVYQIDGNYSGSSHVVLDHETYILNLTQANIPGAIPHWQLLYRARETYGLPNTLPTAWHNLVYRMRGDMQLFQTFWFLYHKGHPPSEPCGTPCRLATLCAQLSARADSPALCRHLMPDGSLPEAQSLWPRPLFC
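qHTS format. ASM enzyme prepared from human placenta hydrolyses the fluorogenic substrate HMU-PC0 (9 uM final) over 60 min at 37 °C after a 10 min compound preincubation.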
p53 reactivator = restores transcriptional activity of mutant p53 | H1299 p53-A138V BP100-luciferase reporter, luminescence, 24 h | Potency, µM (top dose mostly 92.2 µM), for the others: at the highest dose activity change, positive = activation, usual class: activators | 320,000 compounds, 0.063% hits; further: potency means the concentration at half of the fitted maximal effect; % of control where 0% means no effect; nearly all actives have a fitted effect of over 45% in size
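H1299 (p53-null), stable ts p53-A138V + BP100-Luc; 1000 cells/well, Opti-MEM/10% FBS; cpd 4 pt, 1:5; 24 h, 37 deg C, 5% CO2; detection reagent 10 min RT; luminescence.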
Integrin act MD = integrin-mediated muscular dystrophy alleviation activation; Potency, µM (series often up to 38.3 µM), without a hit: top-dose activation, hits mostly activators; 350,000 compounds, 0.064% hits; alpha7betagal myoblasts, beta-gal FDG fluorescence, 48 h;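 further: potency means the concentration at half of the fitted maximal effect; 100% = response of the positive control SU9516; nearly all actives have a fitted effect of over 60% in size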
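Alpha7betagal+/- myoblasts (passage 13) were plated 16-24 hr, then exposed to compounds (1:260 dilution of DMSO stock) for 48 hours at 37C. After MPER lysis, β-galactosidase reporter activity was read as FDG fluorescence (ex 480/em 540) after 30 minutes.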
TSG101-PTAP inh = blocks PTAP/TSG101 interaction to inhibit HIV-1 budding; AID 493005; Potency, µM (doses to about 115 µM), for inactives: top-dose activity change, negative = inhibition, hits mostly inhibitors; Q99816; 340,000 tested, under 10 active; Fluorescence polarization, FITC-PTAP peptide / Tsg101 binding; active means well fitted inhibition curve with a large enough effect in the main read-out, with a control signal flat, not every such curve was filed as active; inconclusive means small, poorly fitted or top-dose-only effect, or effect the other way, or a change in a side signal; inactive means no such curve, though single readings can be large or run the other way; further: potency means the concentration at half of the fitted maximal effect; % of control where 0% means no effect
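Steps: Tsg101 binding domain dispensed (10 uM final), compounds pinned in DMSO, FITC-labeled PTAP-motif peptide added (50 nM final); after 20 min binding at room temperature, polarization measured.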
uPA generation = blocks generation of uPA at the cell surface; cell surface uPA generation assay, qHTS; Potency, µM (doses to about 38.3 µM), without a hit: at the top dose activity change, negative = inhibition, hits mostly inhibitors; 330,000 compounds, 0.31% hits; active means well fitted inhibition curve with a large enough effect; inconclusive means small, poorly fitted or top-dose-only effect; inactive means no such curve, though single readings can be large or run the other way; tested in mouse RAW 264.7 cells; further: potency means the concentration at half of the fitted maximal effect; on the % scale 0 is the no-effect control and ±100 the full control effect; nearly all actives have a fitted effect of over 55% in size
Eya2 inh = blocks the phosphatase activity of human Eya2; recombinant Eya2, OMFP fluorescence dephosphorylation (OMFP is methylfluorescein phosphate); 330,000 compounds, 0.006% hits; Potency, µM (titrated, usually from 76.9 µM), inactives show at the top dose activity, negative = inhibition, most hits filed as inhibitors; further: potency means the concentration at half of the fitted maximal effect; on the % scale 0 is the no-effect control and ±100 the full control effect
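Eya2 (0.2 uM) preincubated 10 min at ambient with compound, then OMFP substrate added at 50 uM; 10 min reaction in 50 mM HEPES pH 7.5, 50 mM NaCl, 5 uM MgCl2, 0.05% BSA, 1 mM DTT. Fluorescence read at Ex 485/Em 525 nm.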
The depositor's hits bear a star; ? = inconclusive; nt = no result given; & = joins results of further samples; [ ] = remark or other dose. Unless noted, the call rests on the fitted dose curve; in most records, active means well fitted curve in the direction sought with a large enough effect; inconclusive means small, poorly fitted or top-dose-only effect, or another doubt; inactive means no such curve, though single readings can be large; an effect the other way counts as inactive or inconclusive.

1: Cc1ccc2c(c1)N(CCCC(=O)NCCCN1CCCC1=O)C(=O)CO2
2: O=C(CC1Oc2ccccc2NC1=O)NCCCN1CCOCC1 (centres undefined)
3: Cc1cc(NC(=O)c2cc(-c3ccccc3)on2)n(-c2ccccc2)n1
4: COc1cc(F)c(S(=O)(=O)N2CCOc3ccccc32)cc1OC
5: CC(=O)c1c(N2CCCCC2)nc(=S)n(-c2ccccc2)c1C
6: Cc1ccc(-c2nnc(CCC(=O)NCc3csc(C)n3)o2)s1
7: COc1cc2c(cc1OC)CN(CC(=O)NC(=O)NC(C)(C)C)CC2
8: Cc1c(NC2(C#N)CCCC2)c(=O)n(-c2ccccc2)n1C

Compound	1	2	3	4	5	6	7	8
uPA generation	-14%	-9%	8%	-17%	-1%	3%	0%	1%
B2AR arrestin	-1.1%	-0.4%	0.0%	0.6%	-0.2%	0.3%	-0.1%	0.1%
Eya2 inh	7%	?	-3%	14%	5%	?	2%	-2%
TSG101-PTAP inh	-6%	0%	0%	-14%	-4%	2%	-2%	-5%
p53 reactivator	5%	6%	14%	-2%	4%	5%	-1%	2%
Integrin act MD	2%	8%	0%	10%	-21%	3%	-11%	-20%
ASM inhibitor	3%	3%	-1%	3%	-2%	1%	7%	2%
BRCA1 expr act	1%	-5%	1%	18%	6%	0%	2%	0%
TRPV1 agonist	13	1	-1	-2	0	0	?	6
ELG1 genotoxic	-1%	-7%	0%	0%	2%	5%	-1%	1%
USP2a inh	3%	2%	-1%	2%	-1%	3%	-1%	4%

From entry 3 up to 8, as listed above:
3: Cc1cc(NC(=O)c2cc(-c3ccccc3)on2)n(-c2ccccc2)n1
4: COc1cc(F)c(S(=O)(=O)N2CCOc3ccccc32)cc1OC
5: CC(=O)c1c(N2CCCCC2)nc(=S)n(-c2ccccc2)c1C
6: Cc1ccc(-c2nnc(CCC(=O)NCc3csc(C)n3)o2)s1
7: COc1cc2c(cc1OC)CN(CC(=O)NC(=O)NC(C)(C)C)CC2
8: Cc1c(NC2(C#N)CCCC2)c(=O)n(-c2ccccc2)n1C

Compound	3	4	5	6	7	8
uPA generation	8%	-17%	-1%	3%	0%	1%
B2AR arrestin	0.0%	0.6%	-0.2%	0.3%	-0.1%	0.1%
Eya2 inh	-3%	14%	5%	?	2%	-2%
TSG101-PTAP inh	0%	-14%	-4%	2%	-2%	-5%
p53 reactivator	14%	-2%	4%	5%	-1%	2%
Integrin act MD	0%	10%	-21%	3%	-11%	-20%
ASM inhibitor	-1%	3%	-2%	1%	7%	2%
BRCA1 expr act	1%	18%	6%	0%	2%	0%
TRPV1 agonist	-1	-2	0	0	?	6
ELG1 genotoxic	0%	0%	2%	5%	-1%	1%
USP2a inh	-1%	2%	-1%	3%	-1%	4%

The listing continues:
9: CCOC(=O)N1CCN(S(=O)(=O)c2cc(OCC)ccc2OCC)CC1
10: COC(=O)C1CCN(C(=O)Nc2ccc(OC)cc2)CC1
11: CCCCc1nc2sc3c(SCC(=O)NCc4ccco4)ncnc3c2c2c1CCC2
12: CC/C(=N\NC(=O)OC)c1ccc(OC(F)F)cc1
13: COc1ccc(CCN(C)CCC(=O)Nc2cccc(C)c2)cc1OC
14: CCN(CC)S(=O)(=O)c1ccc(C(=O)OCC(=O)NCc2ccco2)cc1
15: Cc1ccc(-c2csc3nc(-c4ccncc4)[nH]c(=O)c23)cc1
16: CSCCC(NC(=O)c1ccco1)C(=O)NC1CCC(C)CC1 (centres undefined)

Compound	9	10	11	12	13	14	15	16
uPA generation	-3%	6%	1%	-31%	7%	-10%	-4%	-4%
B2AR arrestin	0.0%	-0.2%	-0.9%	-0.8%	0.3%	-1.1%	-0.7%	13%
Eya2 inh	-10%	14%	11%	1%	15%	-10%	-5%	-3%
TSG101-PTAP inh	-3%	0%	1%	-1%	-2%	-8%	?	1%
p53 reactivator	-12%	-5%	-4%	-4%	-1%	-3%	6%	14%
Integrin act MD	-2%	-5%	-19%	-6%	5%	-9%	-7%	-7%
ASM inhibitor	3%	0%	-9%	0%	3%	-3%	25%	3%
BRCA1 expr act	-19%	2%	-73%	21%	-13%	14%	27%	3.5µM*
TRPV1 agonist	-1	-1	0	0	1	0	22	nt
ELG1 genotoxic	0%	-1%	1%	4%	-3%	6%	1%	?
USP2a inh	-1%	-2%	0%	0%	3%	0%	0%	1%

17: COC(=O)C1C(O)=C(C=Nc2ccc(N)cc2)C(=O)CC1(C)C (centres undefined)
18: O=C(NCCCN1CCCC1=O)C1CCN(S(=O)(=O)c2ccc(Cl)cc2)CC1
19: O=[N+]([O-])c1ccc(Nc2nccc(Cl)n2)cc1
20: COc1ccc(CC(=S)N2CCOCC2)cc1
21: COC(=O)[C@H](C)NC(=O)NC1CCN(Cc2ccccc2)CC1
22: COCCNC(=O)CSc1ncnc2sc(-c3ccccc3)cc12
23: O=C(COc1ccc(S(=O)(=O)NC2CCCCC2)cc1)NC1CCCC1
24: O=C(NNC(=O)c1csc(-c2cccnc2)n1)Nc1ccc(Cl)cc1

Compound	17	18	19	20	21	22	23	24
uPA generation	-13%	8%	-2%	-4%	nt	-1%	3%	7%
B2AR arrestin	-0.1%	0.4%	nt	-0.2%	0.2%	-0.2%	0.2%	-0.4%
Eya2 inh	8%	9%	nt	15%	-2%	-6%	-6%	9%
TSG101-PTAP inh	1%	-6%	-1%	-5%	-2%	0%	-7%	-3%
p53 reactivator	13%	10%	nt	-1%	0%	3%	0%	4%
Integrin act MD	-24%	-1%	-7%	2%	19%	6%	-26%	12%
ASM inhibitor	1%	3%	1%	2%	0%	-1%	-2%	-3%
BRCA1 expr act	5%	0%	80%	4%	-18%	22%	-24%	15%
TRPV1 agonist	0	1	nt	2	1	10	2	0
ELG1 genotoxic	-1%	2%	nt	-1%	0%	-1%	-3%	-2%
USP2a inh	1%	3%	nt	0%	4%	-1%	-1%	-1%

The last two records of the part above lead into the next.
23: O=C(COc1ccc(S(=O)(=O)NC2CCCCC2)cc1)NC1CCCC1
24: O=C(NNC(=O)c1csc(-c2cccnc2)n1)Nc1ccc(Cl)cc1
25: O=C(CCn1nc(-c2ccccc2)ccc1=O)NCCCN1CCCCCC1
26: CC1=C(C(=O)Nc2cc(C)ccc2C)C(c2cccs2)NC(=S)N1 (centres undefined)
27: Cc1ccc(S(=O)(=O)N2CCCC2)cc1S(=O)(=O)N1CCCC1
28: CCOC(=O)c1cccc(NC(=O)CS(=O)(=O)Cc2nc(-c3cccc(OC)c3)oc2C)c1
29: Cc1ccc(C)c(-n2cc(CN3CCN(C(=O)c4ncn[nH]4)CC3)c(-c3ccccc3)n2)c1
30: CN(C)C(CNc1ncnc2sccc12)c1ccccc1 (centres undefined)
31: CCOC(=O)c1ccc(NCc2cccnc2)cc1
32: CCCC[C@@]1(C2CCCC2)Cc2cc(OCC(=O)O)c(Cl)c(Cl)c2C1=O
33: Cc1ccccc1NC1=NC(=S)N(CC(N)=O)C12CCOC(C)(C)C2 (centres undefined)

Compound	23	24	25	26	27	28	29	30	31	32	33
uPA generation	3%	7%	0%	nt	-1%	4%	-3%	-4%	10%	-2%	0%
B2AR arrestin	0.2%	-0.4%	-1.2%	-0.1%	-0.1%	-0.7%	-0.2%	0.2%	0.5%	0.0%	2.5%
Eya2 inh	-6%	9%	18%	-24%	3%	8%	-6%	4%	4%	14%&-8%	-7%
TSG101-PTAP inh	-7%	-3%	-3%	0%	-7%	2%	-5%	-5%	-2%	-7%	0%
p53 reactivator	0%	4%	6%	-1%	4%	-13%	-3%	-5%	?	1%	2%
Integrin act MD	-26%	12%	10%	9%	-20%	-3%[7.66 µM]	-5%	-37%	-34%[inhibitor]	nt	-16%
ASM inhibitor	-2%	-3%	0%	-2%	-4%	?	1%	11%	10%	24%	4%
BRCA1 expr act	-24%	15%	-8%	1%	-18%	0%	-5%	-18%	?	2%	-7%
TRPV1 agonist	2	0	7	-5	5	10	8	11	3	8	-3
ELG1 genotoxic	-3%	-2%	4%	-1%	0%	-11%	-5%	-2%	?	-9%	3%
USP2a inh	-1%	-1%	1%	1%	1%	3%	-1%	-1%	1%	-3%	2%
